Rac1 mut GTP: alters GTP binding to activated mutant human Rac1; percent activity (GTP binding), % at 10 µM; GST-Rac1 activated beads, fluorescent GTP binding, flow cytometry; actives lie on both sides; 100% means binding = to untreated wells; P63000; 0.11% of 190,000 active;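 active = GTP binding at least 20 percentage points away from the 100% baseline, in either direction, so actives lie on both sides; inconclusive = Compound likely fluorescent itself, or too few beads counted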
Rab2A wt mod: changes GTP binding to wildtype dog Rab2A, up or down; GST-Rab2 wt beads, Bodipy-GTP binding, flow cytometry; AID 760; GTP binding activity, % at 10 µM; 0.19% of 190,000 active;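 active = GTP binding activity at least 20 points away from 100%, either lowered or raised; inconclusive = signal likely due to the compound's own green fluorescence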;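 also: 0% = beads with excess unlabeled GTP and 100% = no-compound control corrected for plate trend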
HRas wt GTP bind: modulators of GTP binding to human HRas wildtype | P01112 | GST-Ras wt beads, Bodipy-FL-GTP binding, flow cytometry; actives lie on both sides | GTP binding activity, % at 10 µM | 0.14% of 190,000 active | AID 759;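 active = GTP binding activity at least 20% away from the 100% baseline, either lowered as inhibitor or raised as activator; inconclusive = flagged as likely green fluorescent, judged across all proteins in the well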;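 also: 0% = unlabeled GTP competition control and 100% = no-compound control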
Target sequence (P01112 whole entry, looked up): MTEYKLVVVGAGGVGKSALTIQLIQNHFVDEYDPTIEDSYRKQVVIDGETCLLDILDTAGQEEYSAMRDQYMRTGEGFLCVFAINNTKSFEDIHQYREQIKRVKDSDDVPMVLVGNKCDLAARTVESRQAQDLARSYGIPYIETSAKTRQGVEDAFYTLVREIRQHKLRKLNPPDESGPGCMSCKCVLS
Rab7 wt modul: alters GTP binding to wildtype dog Rab7. GST-Rab7 beads, fluorescent GTP binding, flow cytometry; actives lie on both sides; untreated = 100%, excess cold GTP = 0%. GTP binding activity (percent of control), % at 10 µM. 0.055% of 190,000 active. AID 758;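 active = fluorescent GTP binding to Rab7 beads changed by at least 20 points from the 100% baseline, either direction, mostly lower; inconclusive = compound itself probably fluorescent, or too few beads counted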;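 also: median green fluorescence of bound Bodipy-FL-GTP per Rab7 bead population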
Rac1 wt GTP bind: alters GTP binding to wildtype human Rac1; P63000; GST-Rac1 beads, fluorescent GTP binding, flow cytometry; actives lie on both sides; 0 = cold GTP competed, 100 = untreated; GTP binding activity (% of control), % at 10 µM; 0.27% of 190,000 active; AID 757;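 active = GTP binding activity at least 20 points away from the 100% control level, either lower or higher; inconclusive = compound flagged as likely green fluorescent, judged across all proteins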
Cdc42 wt: human Cdc42 wildtype GTP binding change, either direction; percent activity (GTP binding), % at 10 µM; GST-Cdc42 beads, Bodipy-GTP binding, flow cytometry; actives lie on both sides; 0.2% of 190,000 active; P60953;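 active = percent activity GTP binding at least 20 points away from the 100% baseline, either down as inhibitor or up as activator; inconclusive = compound flagged as likely green fluorescent from well-wide comparison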;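 also: median bead fluorescence of bound Bodipy-FL-GTP at 100 nM; 0% = excess unlabeled GTP control and 100% = no compound control; below 100% means less GTP binding so inhibitor and above means activator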
Target sequence (P60953 whole entry, looked up): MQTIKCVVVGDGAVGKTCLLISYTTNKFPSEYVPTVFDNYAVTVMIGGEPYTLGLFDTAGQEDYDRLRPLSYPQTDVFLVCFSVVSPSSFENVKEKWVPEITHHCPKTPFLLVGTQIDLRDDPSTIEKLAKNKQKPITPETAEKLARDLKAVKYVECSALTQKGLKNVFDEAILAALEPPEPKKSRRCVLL
ABCB1 block: human ABCB1 inhibition, ABCG2 as counter-screen | inhibition, % at 6.6 µM | P08183 | 0.067% of 190,000 active | CCRF-Adr cells, JC-1 efflux, flow cytometry | AID 1326; in the data active = inhibition above about 40%;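 also: 0% = vehicle and 100% = reference inhibitor; higher value means more JC-1 retained so stronger ABCB1 efflux block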
Pf gametocyte: kills late stage P. falciparum gametocytes; P. falciparum stage V gametocytes, ATP luminescence, 24 h; inhibition, % at 10.9 µM; 0.065% of 150,000 active;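 active = inhibition above the mean plus 3 SD of compounds within the control limits, set per campaign, cut at about 38% in these data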;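 also: 0% = DMSO wells and 100% = medium only without gametocytes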
ABCG2 block: blocks JC-1 efflux by human ABCG2 transporter; AID 1325; 0.1% of 190,000 active; IgMXP3 cells, flow cytometry; inhibition, % at 6.6 µM;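 active = inhibition above 80%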;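 also: 0% = DMSO and 100% = nicardipine control wells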
Target sequence (Q9UNQ0 whole entry, looked up): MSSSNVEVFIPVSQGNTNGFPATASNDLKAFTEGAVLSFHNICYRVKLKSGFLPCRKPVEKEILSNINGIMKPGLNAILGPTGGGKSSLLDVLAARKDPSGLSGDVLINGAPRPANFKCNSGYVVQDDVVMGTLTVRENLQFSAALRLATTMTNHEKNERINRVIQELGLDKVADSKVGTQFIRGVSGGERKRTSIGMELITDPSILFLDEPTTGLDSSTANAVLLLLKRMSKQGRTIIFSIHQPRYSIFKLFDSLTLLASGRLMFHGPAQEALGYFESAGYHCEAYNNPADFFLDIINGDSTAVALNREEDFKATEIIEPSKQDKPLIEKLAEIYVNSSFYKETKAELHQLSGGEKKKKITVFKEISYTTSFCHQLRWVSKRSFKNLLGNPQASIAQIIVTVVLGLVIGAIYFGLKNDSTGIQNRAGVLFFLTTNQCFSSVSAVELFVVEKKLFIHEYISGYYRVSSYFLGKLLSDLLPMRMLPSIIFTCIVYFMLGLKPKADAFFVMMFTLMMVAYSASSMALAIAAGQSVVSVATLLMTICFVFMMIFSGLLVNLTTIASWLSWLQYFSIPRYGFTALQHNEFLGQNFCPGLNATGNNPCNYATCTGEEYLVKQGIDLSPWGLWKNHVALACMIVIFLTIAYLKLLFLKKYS
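Measure – % inhibition of efflux relative to nicardipine and DMSO · Test system – ABCG2 IgMXP3 and barcoded ABCB1 CCRF-Adr cell mix · Control set – nicardipine as high control, DMSO as low control · Compound – one concentration, 6.6 µM final · Signal – flow cytometry of retained JC-1 fluorescence · Timing – 10 min exposure at 25 °C with rotation, no wash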
GSH bead fluor: compound fluoresces at 488/530 nm on GSH beads. 0.25% of 190,000 active. fluorescence (KMESF) at 10 µM. GSH beads flow cytometry, compound fluorescence 488/530 nm; active compounds read high. AID 1776; in the data active = fluorescence above about 89;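 also: glutathione beads carrying GST-tagged Bcl family fusion proteins plus one bare bead set; values are compound well signal with DMSO vehicle wells as background; inactives centre near 16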
Avidin bead fluor: compound fluoresces at 488/530 nm on avidin beads; compound fluorescence 488/530 nm, flow cytometry; active compounds read high; fluorescence (KMESF) at 10 µM; 0.38% of 220,000 active; in the data active = fluorescence above about 47; also: inactives centre near 10
An asterisk follows results filed as active; ? = inconclusive; . = no result given.

SMILES | Rac1 mut GTP | Rab2A wt mod | HRas wt GTP bind | Rab7 wt modul | Rac1 wt GTP bind | Cdc42 wt | ABCB1 block | Pf gametocyte | ABCG2 block | GSH bead fluor | Avidin bead fluor
COc1ccccc1OCCC(=O)OCC(=O)Nc1ccc(Br)cc1 | 98 | 96 | 96 | 96 | 102 | 96 | -0.1 | -17 | -1 | 21 | 14
Cc1cc(C(=O)COC(=O)c2cccnc2Cl)c(C)n1CC1CCCO1 (stereo not given) | 97 | 97 | 96 | 99 | 98 | 99 | 0.9 | -2 | 7 | 25 | 10
Cc1nn(C(C)(C)C)c(OC(=O)c2ccc3c(c2)OCO3)c1Sc1ccccc1 | 99 | 100 | 102 | 99 | 100 | 100 | 0.4 | . | 1 | 16 | 10
CCCSc1nnc(CSc2nc3ccccc3s2)n1-c1ccccc1 | 98 | 103 | 101 | 96 | 97 | 100 | 0.3 | -1 | 1 | 17 | 9
Cc1cc(-c2nnc(CCC(=O)NCc3ccc(F)c(F)c3)o2)no1 | 97 | 99 | 99 | 97 | 100 | 102 | 4.0 | 0 | 5 | 12 | 7
Cc1ccc(-c2nn(C)c(=O)c3ccccc23)cc1CN1CCOCC1 | 100 | 104 | 104 | 103 | 103 | 105 | 0.0 | . | 0 | 25 | 11
Cc1ccc2nc(NC(=O)CCNS(=O)(=O)c3cccs3)sc2c1 | 97 | 99 | 101 | 100 | 104 | 102 | 1.1 | . | 8 | 27 | 5
CCOC(=O)Cn1cc(C(=O)c2ccco2)c2ccccc21 | 104 | 106 | 107 | 103 | 106 | 109 | 0.7 | . | 3 | 25 | 6
CN1CCN(c2oc(-c3cccs3)nc2S(=O)(=O)c2ccccc2)CC1 | 98 | 98 | 100 | 103 | 100 | 100 | 0.8 | 17 | 6 | 27 | 35
CC(=O)Nc1ccc(C2=NN(C)C(=NCc3ccccc3)SC2)cc1 | 99 | 99 | 100 | 107 | 97 | 95 | 0.1 | 0 | 1 | 22 | 24
O=C(CN1C(=O)S/C(=C/c2ccc(N3CCOCC3)cc2)C1=O)N1CCOCC1 | 104 | 105 | 103 | 106 | 106 | 103 | 0.4 | -16 | -1 | 7 | 1
COc1cccc(C(=O)N2CCN(C3CCC(c4ccccc4)CC3)CC2)c1 (stereo not given) | 97 | 99 | 101 | 101 | 98 | 100 | 0.5 | -13 | 2 | 14 | 40
C/C(=N\N=c1/sc2ccccc2n1C)c1ccccn1 | 95 | 95 | 94 | 94 | 95 | 95 | 0.0 | . | 12 | 22 | 4
CC1=CCC2C(=O)N(c3nc(C)cc(C)n3)C(=O)C2C1 (stereo not given) | 92 | 95 | 94 | 95 | 96 | 100 | 0.3 | . | 0 | 33 | 14
Cc1nn(-c2ccc(F)cc2)c(C)c1CN1CCN(Cc2ccccc2)C(CCO)C1 (stereo not given) | 94 | 95 | 95 | 93 | 94 | 94 | 0.1 | -5 | -1 | 16 | 5
CCOc1ccc(N2C(=O)c3cccnc3C2=O)cc1 | 99 | 99 | 103 | 100 | 106 | 103 | 0.4 | . | 2 | 11 | 25
COc1ccccc1NC(=O)c1ccc2nc(-c3ccccc3)c(-c3ccccc3)nc2c1 | ? | ? | ? | ? | ? | ? | 1.5 | 16 | 6 | 22 | 8
CCCc1[nH]nc2c1C(c1cccc(OC(=O)c3ccco3)c1)C(C#N)=C(N)O2 (stereo not given) | 99 | 101 | 100 | 101 | 105 | 100 | -0.2 | . | 46 | 28 | 19
COc1ccc(CNc2nc(-c3ccccc3)nn2C(=O)c2ccc([N+](=O)[O-])cc2)cc1 | 100 | 101 | 102 | 100 | 102 | 102 | 0.4 | 10 | 8 | 20 | 12
CC(=O)c1cnc(-c2cccc(Cl)c2)s1 | 98 | 96 | 98 | 98 | 102 | 99 | 1.6 | -5 | 12 | 19 | 9
O=C(COc1ccc(S(=O)(=O)NC2CCCC2)cc1)N1CCCCCC1 | 99 | 103 | 101 | 103 | 106 | 106 | 1.6 | 11 | 19 | 31 | 11
O=C(c1ccccn1)c1conc1C(=O)c1ccc(Br)cc1 | 105 | 108 | 106 | 109 | 103 | 107 | 0.1 | -3 | 0 | 21 | 36
O=S(=O)(NC(=S)NC1CCCCC1)c1ccccc1 | 96 | 95 | 96 | 97 | 99 | 98 | -0.1 | -5 | -1 | 13 | 13
Cc1ccc(-c2noc(CN(C(=O)Cc3ccccc3)C(C)C)n2)cc1 | 101 | 106 | 104 | 102 | 102 | 105 | 0.5 | . | 1 | 14 | 11
CC1=N/C(=C\c2ccc([N+](=O)[O-])cc2)C(=O)N1c1cc(Cl)ccc1C | 94 | 97 | 96 | 97 | 97 | 95 | 0.3 | . | 2 | 8 | 8
CC(C)CCn1c(=O)c2ccccc2n2c(CN(C)Cc3ccccc3)nnc12 | 102 | 105 | 104 | 103 | 102 | 102 | 0.1 | 4 | 1 | 16 | 10
O=C(CCC(=O)N1CCN(C2CCCCC2)CC1)Nc1nnc(C(F)(F)F)s1 | 101 | 101 | 103 | 97 | 100 | 101 | -0.2 | . | 0 | 22 | 12
CCN(CC(=O)NC(C)C)C(=O)[C@H](C)NC(=O)c1ccc(Br)cc1 | 93 | 95 | 95 | 97 | 100 | 98 | -0.2 | -13 | -1 | 10 | 18
CCCCNC(=O)COC(=O)c1cc(F)c(F)cc1Cl | 101 | 104 | 103 | 95 | 103 | 101 | -3.4 | . | -4 | 19 | 7
COc1ccc(C2=NOC3(CC(=O)N(c4ccc5ccccc5c4)C3=O)C2)c(OC)c1 (stereo not given) | 93 | 92 | 93 | 93 | 90 | 91 | -0.2 | . | 1 | 53 | 3
Cc1ccc(Oc2nc3ccccn3c(=O)c2/C=C(\C#N)C(=O)Nc2c(C)n(C)n(-c3ccccc3)c2=O)cc1 | 98 | 96 | 95 | 97 | 97 | 95 | 0.0 | 0 | 1 | 19 | 11
O=C(Nc1ccccc1)Nc1cc([N+](=O)[O-])ccc1F | 99 | 97 | 102 | 103 | 106 | 98 | 0.6 | -1 | 11 | 10 | 5
O=C(Cc1cccs1)Nc1cc(SCCO)cc([N+](=O)[O-])c1 | 97 | 98 | 97 | 100 | 103 | 99 | 1.4 | 5 | 44 | 13 | 2
CCCOc1ccc(NC(=O)CC2C(=O)N(CC)C(=S)N2CCCN2CCN(Cc3ccccc3)CC2)cc1 (stereo not given) | 98 | 100 | 101 | 104 | 102 | 97 | 0.3 | -11 | 0 | 13 | 9
CCOC(=O)C(NC(=O)c1ccccc1)(N1CCCC1=O)C(F)(F)F (stereo not given) | 93 | 103 | 100 | 102 | 101 | 103 | 0.7 | -2 | 2 | 59 | 11
Cn1c(=O)oc2ccc(C(=O)CSc3nnnn3-c3ccccc3)cc21 | 99 | 100 | 101 | 94 | 101 | 101 | 0.2 | 10 | 1 | 19 | 3
Cc1noc(NC(=O)c2ccccc2)c1C#N | 99 | 101 | 101 | 100 | 103 | 103 | 0.7 | -7 | 8 | 10 | 31
c1ccc(CCC2CCCCN2Cc2nc(-c3ccc4c(c3)OCO4)no2)nc1 (stereo not given) | 94 | 100 | 100 | 103 | 98 | 102 | 2.1 | 0 | 5 | 18 | 7
O=C1c2ccccc2NC(c2ccccc2)N1NS(=O)(=O)c1ccccc1 (stereo not given) | 96 | 99 | 99 | 101 | 100 | 98 | 1.3 | -14 | 4 | 15 | 12
O=C(NCc1ccccc1)c1onc(CSc2ccc(F)cc2)c1C(=O)NCCCN1CCOCC1 | 100 | 103 | 102 | 99 | 101 | 105 | 3.6 | . | 5 | 22 | 9
Cn1cccc1/C=C1\SC(=S)N(CC(=O)O)C1=O | 98 | 96 | 99 | 96 | 96 | 96 | 0.6 | 21 | 2 | 6 | 2
Cc1cccc(C)c1NC(=O)Cn1nnc(-c2ccc(N3CCOCC3)cc2)n1 | 100 | 104 | 105 | 105 | 108 | 101 | 0.1 | 21 | 0 | 9 | 10
O=c1[nH]c(-c2ccccc2F)nc2c1sc(=S)n2Cc1ccccc1 | 94 | 95 | 96 | 94 | 99 | 98 | -1.7 | -5 | 16 | 15 | 24
CCn1ccnc1CN1CCN(CCC(C)C)C(CCO)C1 (stereo not given) | 98 | 96 | 95 | 97 | 99 | 98 | 0.4 | 1 | 1 | 18 | 13
CCOc1ccc(OCC)c(NC(=O)CN(c2ccc(C)cc2)S(=O)(=O)c2c(C)noc2C)c1 | 95 | 96 | 100 | 99 | 97 | 95 | 0.8 | 19 | 4 | 12 | 8
O=C(c1cc(S(=O)(=O)N2CCCCC2)c(Cl)cc1N1CCOCC1)N1CCOCC1 | ? | ? | ? | ? | ? | ? | 1.2 | . | 4 | 24 | 8
CCN(c1ccc(NC(=O)c2ccc(Cl)nc2)cc1)C(C)C | 96 | 96 | 98 | 103 | 99 | 95 | 1.6 | 26 | 14 | 15 | 12
CCN1C(=O)c2cccc3c(NC(=O)c4ccc(S(=O)(=O)N5CCOCC5)cc4)ccc1c23 | 97 | 95 | 98 | 95 | 99 | 98 | 0.3 | -9 | 2 | 10 | 11
CCC(C)c1ccc2oc(-c3ccc(NC(=O)c4ncn[nH]4)cc3)nc2c1 (stereo not given) | 96 | 98 | 98 | 101 | 97 | 97 | -0.5 | 0 | -1 | 22 | 17
Cc1cc(C(=O)OCC(=O)NC2CCS(=O)(=O)C2)c2ccccc2n1 (stereo not given) | 96 | 95 | 95 | 96 | 96 | 100 | 0.3 | -30 | 11 | 17 | 7
CCOc1ccc(C(C)NC(=O)Cc2ccccc2F)cc1OCC (stereo not given) | 95 | 95 | 95 | 96 | 103 | 95 | 0.1 | -18 | -3 | 18 | 11
CN1CCN(Cc2c(O)ccc3cc(Br)ccc23)CC1 | 98 | 99 | 100 | 99 | 100 | 97 | 0.7 | . | 2 | 13 | 23
CCSc1ccccc1C(=O)Nc1cc(OC)c(OC)c(OC)c1 | 95 | 97 | 98 | 96 | 100 | 98 | 0.9 | -3 | 17 | 12 | 10

Source: PubChem (several laboratories)
